esBAF inh: Bmi1 luciferase reporter increase in mESCs, primary screen, esBAF inhibitor project, mouse ES cells, Bmi1 luciferase knock-in, single point. 24 h; 100% = twice the neutral-well signal. reporter increase, % at 12.5 µM. 2% of 350,000 active. AID 602393, 2012; in the data active = activation above about 40%;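 note: 0% = median of the plate's neutral control wells and 100% = double that signal; a rise in the Bmi1 reporter signal indicates esBAF inhibition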
ARNT TACC3 PPI: disruptors of ARNT/TACC3 protein interaction, primary screen, biochemical, AlphaScreen, single concentration | 0.66% of 390,000 active | AlphaScreen His-ARNT PAS-B/GST-TACC3 binding, luminescence; TACC3 fragment carries E629A point mutation | Transforming acidic coiled-coil-containing protein 3 (Homo sapiens), Q9Y6A5 | inhibition, % at 9.99 µM;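 active = mean inhibition of replicates at least 50% and at least half of replicates each reaching 50%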;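 note: 0% = complete ARNT plus TACC3 wells and 100% = ARNT alone without TACC3; many hits fall short of the cut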
ERp5 block: inhibitors of ERp5-driven insulin aggregation, primary screen, biochemical, turbidity, absorbance 650 nm, single point | Protein disulfide-isomerase A6 (Homo sapiens), Q15084 | 90 min | inhibition, % at 9.99 µM | 0.05% of 350,000 active | AID 651711, 2012;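 active = mean replicate inhibition above about 25%, with every replicate also reaching it, limit read from the data, passing the limit was not always enough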
RAD52 inh: RAD52 DNA annealing inhibitors, primary screen, biochemical, FRET, single point, set 2; 0.46% of 360,000 active; AID 651710, 2012; inhibition, % at 18.7 µM; recombinant RAD52 DNA annealing, FRET fluorescence; DNA repair protein RAD52 homolog (Homo sapiens), P43351;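 active = every replicate showing at least 50% inhibition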
PglD inh: C. jejuni PglD acetyltransferase inhibitors, primary screen, biochemical, DTNB colorimetric, single point. inhibition, % at 12.5 µM. AID 602405, 2012. purified PglD enzyme, DTNB colorimetric CoA detection. 0.098% of 360,000 active. UDP-N-acetylbacillosamine N-acetyltransferase PglD (Campylobacter jejuni); in the data active = inhibition above about 16%, passing the limit was not always enough; note: strong numbers were not always called active
E-selectin induc: E-selectin induction in HUVECs, primary screen, imaging, HUVEC, immunofluorescence imaging, single point; 0.37% of 260,000 active; activation, % at 7.58 µM; AID 686992, 2013; normalized: neutral wells 0, TNF-alpha wells 100; P16581;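 active = mean E-selectin-positive cell signal at least 10% of the positive control, reached in at least 60% of replicates, without over 20% cell loss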;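 note: in these data hits start at about 27%; measured in HUVEC primary endothelial cells; signal is the percent of cells scored E-selectin positive by PE staining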
Target sequence (P16581 whole entry, looked up): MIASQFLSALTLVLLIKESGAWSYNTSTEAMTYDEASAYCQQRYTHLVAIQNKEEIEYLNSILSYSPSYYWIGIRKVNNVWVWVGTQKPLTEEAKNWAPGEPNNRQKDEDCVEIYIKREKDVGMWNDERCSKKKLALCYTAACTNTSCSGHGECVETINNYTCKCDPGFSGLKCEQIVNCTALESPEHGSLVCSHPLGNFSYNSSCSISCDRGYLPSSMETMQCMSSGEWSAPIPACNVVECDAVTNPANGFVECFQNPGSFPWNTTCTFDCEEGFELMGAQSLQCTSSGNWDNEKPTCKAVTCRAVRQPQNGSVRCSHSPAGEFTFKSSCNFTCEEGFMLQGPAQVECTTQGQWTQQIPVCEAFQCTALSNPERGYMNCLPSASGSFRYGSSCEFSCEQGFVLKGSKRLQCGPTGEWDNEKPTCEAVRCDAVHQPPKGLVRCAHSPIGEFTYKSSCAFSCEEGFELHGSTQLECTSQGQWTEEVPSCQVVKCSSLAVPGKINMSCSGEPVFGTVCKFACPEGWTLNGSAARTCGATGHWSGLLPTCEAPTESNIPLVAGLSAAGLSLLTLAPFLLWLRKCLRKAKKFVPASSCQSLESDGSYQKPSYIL
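material = human umbilical vein endothelial cells (HUVEC), E-selectin induction | quantity = 3,000 cells/well | medium = EGM-2 growth medium on 0.1% gelatin-coated wells | technique = immunofluorescence imaging | read-out basis = % PE-positive cells | control set = TNF-alpha positive control, DMSO neutral control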
Casp6 inh: human caspase-6 inhibitors, primary screen, biochemical, VEID-R110 fluorescence, single point, set 2. P55212. purified caspase-6, Z-VEID-R110 cleavage fluorescence. inhibition, % at 12.5 µM. 0.53% of 350,000 active;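 active = mean inhibition across replicates at least about 35%, with every replicate also reaching that limit, limit read from the data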;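 note: 0% = median of neutral control wells and 100% = no fluorescence left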
Target sequence (P55212 24-179 limits assumed): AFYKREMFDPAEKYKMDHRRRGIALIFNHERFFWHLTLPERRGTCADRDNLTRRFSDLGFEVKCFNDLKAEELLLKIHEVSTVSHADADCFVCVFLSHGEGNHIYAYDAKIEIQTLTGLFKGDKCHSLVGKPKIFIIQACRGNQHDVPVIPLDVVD
Target sequence (P55212 194-293 limits assumed): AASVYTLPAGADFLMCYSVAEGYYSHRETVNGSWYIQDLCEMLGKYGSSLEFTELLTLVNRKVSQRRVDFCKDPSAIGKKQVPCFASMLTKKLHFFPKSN
RAD54 branch: inhibitors of human RAD54 branch migration, primary screen, biochemical, fluorescence, single point; inhibition, % at 10.4 µM; DNA repair and recombination protein RAD54-like (Homo sapiens), Q92698; 0.14% of 360,000 active; RAD54 Holliday junction branch migration, FAM/BHQ fluorescence;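 active = mean normalized replicate activity at least 40 and at least half of replicates scoring 40 or more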;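 note: 0% = median of neutral control wells and 100% = median of positive control wells; inhibitors cause a drop in the FAM fluorescence signal; in these data hits start at about 50%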
Active calls of the source: *; x = no result given.

SMILES	esBAF inh	ARNT TACC3 PPI	ERp5 block	RAD52 inh	PglD inh	E-selectin induc	Casp6 inh	RAD54 branch
Cc1cc(Nc2cccc(F)c2)n2c(n1)nc1ccccc12	2	-3	8	-6	0	x	-3	-12
NNC(=O)c1ccc(CSc2nc3ccccc3[nH]2)cc1	x	-1	-5	-13	x	6.4	0	x
COCCOC(=O)N1C(=O)[C@@]2(c3cc(C#CCC(C(=O)OC)C(=O)OC)ccc31)[C@H](c1ccccc1OCCO)N1[C@H](c3ccccc3)[C@H](c3ccccc3)OC(=O)[C@H]1[C@@H]2C(=O)N1CCN(c2ncccn2)CC1	x	-8	5	-4	3	x	1	0
COc1ccc(-n2c(=O)c3c4c(sc3n3c(=S)[nH]nc23)CCCC4)cc1	x	1	-9	-6	x	x	-6	x
Cc1ccc(S(=O)(=O)N[C@H]2CC[C@H](CC(=O)NCc3ccncn3)O[C@H]2CO)cc1	-4	7	3	-7	-1	-0.1	1	-3
CC(C(=O)O)N1C(=O)c2ccccc2C1=O (centres undefined)	2	-7	x	x	-1	x	x	-11
COc1ccc(NC(=O)C2CCN(S(C)(=O)=O)CC2)c(OC)c1	6	-4	-4	-4	-1	x	1	-5
CN(C(=O)c1ccc(NC(=O)Cc2cccc(NC(=O)C3CCN(C(=O)C4CCCC4)CC3)c2)cc1)C1CCCC1	-3	-4	-2	-1	-3	1.5	0	-4
CC1CCC2C(=O)N(c3ccccc3OC(=O)c3ccccc3F)C(=O)C2C1 (centres undefined)	1	-5	-1	-2	0	0.2	0	-2
COc1cccc(CNC(=O)COC(=O)CCS(=O)(=O)c2ccc(C)cc2)c1	-2	-7	-1	-12	x	x	0	x

Some of the entries above in another layout:
Structure,esBAF inh,ARNT TACC3 PPI,ERp5 block,RAD52 inh,PglD inh,E-selectin induc,Casp6 inh,RAD54 branch
CC(C(=O)O)N1C(=O)c2ccccc2C1=O (centres undefined),2,-7,x,x,-1,x,x,-11
COc1ccc(NC(=O)C2CCN(S(C)(=O)=O)CC2)c(OC)c1,6,-4,-4,-4,-1,x,1,-5
CN(C(=O)c1ccc(NC(=O)Cc2cccc(NC(=O)C3CCN(C(=O)C4CCCC4)CC3)c2)cc1)C1CCCC1,-3,-4,-2,-1,-3,1.5,0,-4
CC1CCC2C(=O)N(c3ccccc3OC(=O)c3ccccc3F)C(=O)C2C1 (centres undefined),1,-5,-1,-2,0,0.2,0,-2
COc1cccc(CNC(=O)COC(=O)CCS(=O)(=O)c2ccc(C)cc2)c1,-2,-7,-1,-12,x,x,0,x

Next section:
SMILES	esBAF inh	ARNT TACC3 PPI	ERp5 block	RAD52 inh	PglD inh	E-selectin induc	Casp6 inh	RAD54 branch
COc1ccc(N2C(=O)C3C4C=CC(C4)C3C2=O)c([N+](=O)[O-])c1 (centres undefined)	x	-10	2	-6	x	-0.9	-6	x
CN(C(=O)CSc1nncc2ccccc12)C1CCCCC1	x	-8	4	-8	x	3.5	-2	x
COCc1c(C(=O)Nc2nc(C)cs2)oc2ccccc12	x	4	0	-2	x	0.8	0	x
CCN(CC)S(=O)(=O)c1csc(C(=O)Nc2ccccn2)c1	35	4	x	x	-3	x	x	4
O=C(Nc1cccc(Cl)c1Cl)c1ccccc1NC(=O)C1CC=CCC1C(=O)O (centres undefined)	5	-10	-26	-11	-2	x	6	2
C[C@H]1CN([C@@H](C)CO)C(=O)Cc2cc(NS(=O)(=O)c3ccccc3)ccc2O[C@@H]1CN(C)C(=O)NC1CCCCC1	-6	2	-7	6	-6	-0.1	1	4
CCCC#Cc1cnc2c(c1)C(=O)N([C@H](C)CO)C[C@H](C)[C@@H](CN(C)S(C)(=O)=O)O2	0	-2	3	-3	2	0.5	-3	-4
CCCCC(=O)NC(c1ccco1)c1c(O)ccc2ccccc12 (centres undefined)	-4	-5	x	x	0	x	x	-11
CN(C)CC(=O)N[C@H]1CC[C@H](CCNC(=O)C2CCC2)O[C@@H]1CO	-3	6	22	1	1	0.1	-37	-4
O=C1CCc2cc(S(=O)(=O)NCc3ccccc3Cl)ccc2N1	-10	4	x	-15	-4	-1.7	2	-2

Some of the entries above in a different format:
SMILES | esBAF inh | ARNT TACC3 PPI | ERp5 block | RAD52 inh | PglD inh | E-selectin induc | Casp6 inh | RAD54 branch
CN(C(=O)CSc1nncc2ccccc12)C1CCCCC1 | x | -8 | 4 | -8 | x | 3.5 | -2 | x
COCc1c(C(=O)Nc2nc(C)cs2)oc2ccccc12 | x | 4 | 0 | -2 | x | 0.8 | 0 | x

Later entries
SMILES	esBAF inh	ARNT TACC3 PPI	ERp5 block	RAD52 inh	PglD inh	E-selectin induc	Casp6 inh	RAD54 branch
CCCC(O)(CCN1CCCCC1)c1ccc(OCC)cc1 (centres undefined)	11	-8	-1	-4	-3	-0.1	0	-12
C[C@H](O)C#Cc1ccc2c(c1)O[C@H](CN(C)Cc1ccc(-c3ccccc3)cc1)[C@H](C)CN([C@H](C)CO)S2(=O)=O	1	22	-4	12	2	0.0	-2	10
Cc1ccnc(NC(=O)CNC(=O)c2ccc(Br)o2)c1	x	2	-3	-16	10	2.3	-3	-1
COc1ccccc1N(CCOc1ccccc1)S(=O)(=O)c1ccccc1	5	0	4	-11	-3	0.0	0	5
C[C@H]1CCCCO[C@H](CN(C)S(=O)(=O)c2cn(C)cn2)[C@@H](C)CN([C@@H](C)CO)C(=O)c2cc(NC(=O)Nc3ccc(F)cc3)ccc2O1	2	-3	4	-10	-3	0.0	-1	-2
CCOc1ccccc1C(=O)N/N=C/c1c[nH]c2ccccc12	-7	3	3	-17	-5	x	-2	7
CCCCn1c(N)c(N(CC(C)C)C(=O)CSc2nn(-c3ccc(F)cc3)c(=S)s2)c(=O)[nH]c1=O	15	-3	2	-27	8	1.9	-7	11
CCOC(=O)C(N)CSC1CC(=O)N(c2ccc(OCC)cc2)C1=O (centres undefined)	-6	x	1	-16	5	x	-8	-12
O=S(=O)(NC1=NCCCCC1)c1ccc2sc(NS(=O)(=O)c3ccc4ccccc4c3)nc2c1	3	4	-1	-30	-13	-0.2	0	4
O=C(NN=C1CCCC1)NC1CCCCC1	x	-3	-3	-7	3	-1.7	1	-1
O=C(C[C@H]1C=C[C@@H](NS(=O)(=O)c2ccc(F)cc2)[C@H](CO)O1)NCc1ccccc1F	x	x	1	-12	x	-0.6	0	x
Cc1ccc(CCNC(=O)CCS(=O)(=O)Cc2ccc(C)cc2)cc1	-1	3	4	-12	4	0.0	-2	-12
O=C(Nc1cccc(F)c1)C1CCN(C(=O)NCc2ccccc2)CC1	-5	-1	2	-4	5	0.4	0	1
O=C(CSc1nc(N2CCOCC2)nc(N2CCOCC2)n1)Nc1ccc([N+](=O)[O-])cc1	-6	x	-27	-15	0	0.5	-3	16
CNC(=O)c1ccc(NC(=O)CC2SC(N3CCCC3)=NC2=O)cc1 (centres undefined)	-2	0	1	-3	3	x	-47	-5
c1nc(NC2CCCCCC2)c2[nH]cnc2n1	11	0	6	-21	6	0.1	0	3
O=C1C2C3C=CC(C3)C2C(=O)N1c1ccc2c(c1)CCC2 (centres undefined)	1	9	2	20	2	x	4	-6
CN(CC(=O)Nc1ccc(Cl)c(Cl)c1)C(=O)C1CCC1	7	x	-5	-14	x	-0.1	2	x
COc1ccc(C(=O)NCCOc2ccccc2Cl)c(OC)c1OC	68*	-3	-1	-9	4	0.7	1	-4
COc1ccccc1C(=O)N/C(=C/c1ccc(Br)cc1)C(=O)N1CCCC1	6	2	0	-11	x	1.0	-1	x
O=C(COC(=O)c1n[nH]c2ccccc12)NC(=O)NC12CC3CC(CC(C3)C1)C2	5	-2	x	x	2	x	x	8
O=C(C[C@H]1CC[C@@H](NS(=O)(=O)c2cccc(F)c2)[C@H](CO)O1)NCc1ccc2c(c1)OCO2	-3	-4	-2	8	-2	-0.1	1	1
CS(=O)(=O)N1CCN(c2ccc(NC(=O)c3cccnc3Cl)cc2)CC1	2	1	x	x	-6	x	x	10
COc1ccc2c3c(n(C)c2c1)[C@H](CO)N(C(=O)CN(C)C)CC31CN(Cc2nccs2)C1	x	x	6	23	x	0.1	-23	x
C[C@H]1CN([C@@H](C)CO)C(=O)c2cc(NC(=O)Nc3ccc(C(F)(F)F)cc3)ccc2O[C@H]1CN(C)C(=O)NC1CCCCC1	0	-1	3	-3	1	x	-1	-9
COc1ccc(-c2c(-c3ccc4c(c3)OCO4)c3ccccc3n2C)cc1	-16	0	5	-4	-3	1.9	0	5
CCOC(=O)C1CCN(C(=O)COc2ccc(N(C)S(=O)(=O)c3ccc(OCC)cc3)cc2)CC1	-5	0	-4	1	x	0.1	-1	x
COc1ccc(-c2csc(NC(=O)CSc3nnnn3C)n2)c(OC)c1	9	1	6	-2	-7	x	4	3
CSCCC1NC(=O)N(CC(=O)N2CCc3ccccc3C2)C1=O (centres undefined)	-6	x	7	-8	0	x	0	1
COc1ccc(CNC(=O)C(=O)NCC2OCCN2S(=O)(=O)c2ccccc2)cc1 (centres undefined)	x	-3	-2	-5	4	0.2	-5	6
CCc1nc2ccc(C(=O)N3CCN(c4cccc(C)c4C)CC3)cc2nc1CC	0	x	4	-12	6	-0.2	3	3
C[C@@H]1CN([C@@H](C)CO)C(=O)c2cc(-c3cccnc3)cnc2O[C@H]1CN(C)C(=O)Nc1ccc2c(c1)OCO2	13	0	2	8	1	-0.6	-3	-7
O=C(C(Cc1ccccc1)N1C(=O)c2ccccc2C1=O)N1CCc2ccccc21 (centres undefined)	10	-1	x	x	-11	x	x	-8
CCc1nnc(NC(=O)c2ccc(S(=O)(=O)N(C)Cc3ccccc3)cc2)o1	-7	37	0	-16	2	-0.2	1	6
CC(C)c1nnc(NC(=O)C2CCCN2C(=O)Nc2ccccc2F)s1 (centres undefined)	8	-5	6	2	3	-0.4	1	-16
Cc1ccc(C(=O)NC(N2CCCC2)C(Cl)(Cl)Cl)cc1 (centres undefined)	3	1	x	x	0	x	x	12
COC(=O)c1ccc(N=CC2=C(O)CC(c3ccccc3)CC2=O)cc1 (centres undefined)	x	x	4	-14	-2	1.2	0	4
S=C(NC1CCCCC1)N1CCN(Cc2ccccc2Cl)CC1	x	-1	-8	-7	x	x	10	x
C[C@@H]1CN([C@H](C)CO)C(=O)c2cccc(NC(=O)Nc3ccccc3)c2O[C@H]1CN(C)CC1CCCCC1	-1	1	-4	15	-2	-0.3	2	-5
CCN(CC(=O)Nc1ccccc1C(=O)NC1CC1)Cc1cccs1	x	-6	-5	-13	x	-0.5	-5	x
O=C(COc1ccc(Br)cc1)NCC1COc2ccccc2O1 (centres undefined)	-3	-1	-5	-1	-4	-1.7	-7	-1
COC(=O)c1cc(C(=O)NC(C)C2CC3CCC2C3)cc([N+](=O)[O-])c1 (centres undefined)	-4	21	-3	-5	8	-0.1	2	-2
CC(OC(=O)CCC1CCCCC1)C(=O)Nc1ccc(S(N)(=O)=O)cc1 (centres undefined)	x	0	1	-8	x	-0.5	0	x
CCC(=O)N1C[C@@H](C)[C@@H](OC)CN(C)C(=O)c2cc(NC(=O)Nc3cccc(F)c3)ccc2OC[C@H]1C	2	-6	1	-2	1	1.5	1	-10
Cc1ccccc1N1CC(C(=O)Nc2nnc(SCCC3OCCO3)s2)CC1=O (centres undefined)	-7	-1	-3	-23	6	-0.5	7	-5
Cc1nc2ncnn2c(N2CCN(c3cccc(C(F)(F)F)c3)CC2)c1C	19	4	x	x	3	x	x	-5
O=c1c(C=NCC2CCCO2)c(-c2ccccc2)[nH]n1-c1ccc([N+](=O)[O-])cc1 (centres undefined)	x	7	-4	-20	x	x	-2	x
